Assay outcomes (PubChem BioAssay)
M. tuberculosis GlmU – inhibition of mycobacterial GlmU enzyme – biochemical, glucosamine-1-phosphate acetyltransferase (AID 1376) | M. tuberculosis GlmU acetyltransferase enzyme assay; higher % means a stronger effect | inhibition, %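 (tested at 30 µM in the primary screen)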; hits with a dose series show IC50 in µM | 0.25% of 220,000 active; in the data active means inhibition above about 13%;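 further: 0% = complete reaction with vehicle and 100% = reaction without substrate; strong numbers were not always called active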
RmlCD inh 1536 – inhibitors of Mycobacterium tuberculosis RmlC and RmlD coupled enzymes | inhibition, % at 3.6 µM | RmlC+RmlD coupled enzyme assay, percent inhibition; primary screen in compound mixtures | 0.03% of 160,000 active | P9WH09+P9WH11; in the data active means inhibition mostly above about 34%, no sharp cut-off; further: some results filed as inactive read as strong as hits
Target sequence (P9WH09 whole entry, looked up): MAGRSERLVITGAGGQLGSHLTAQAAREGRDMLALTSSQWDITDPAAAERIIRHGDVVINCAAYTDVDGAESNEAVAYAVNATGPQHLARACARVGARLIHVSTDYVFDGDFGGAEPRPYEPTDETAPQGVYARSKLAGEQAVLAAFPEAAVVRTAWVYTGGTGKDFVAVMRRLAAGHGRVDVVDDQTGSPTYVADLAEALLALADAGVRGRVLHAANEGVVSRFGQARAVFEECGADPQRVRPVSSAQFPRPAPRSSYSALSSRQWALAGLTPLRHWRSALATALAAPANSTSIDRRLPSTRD
Target sequence (P9WH11 whole entry, looked up): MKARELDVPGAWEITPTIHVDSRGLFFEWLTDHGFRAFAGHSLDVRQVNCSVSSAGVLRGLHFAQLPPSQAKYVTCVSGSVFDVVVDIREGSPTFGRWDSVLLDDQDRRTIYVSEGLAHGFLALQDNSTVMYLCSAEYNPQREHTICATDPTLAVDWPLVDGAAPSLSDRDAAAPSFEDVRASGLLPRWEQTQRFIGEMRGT
An asterisk follows results filed as active; / = no result given. A portion of the library (hit frequency here may not be typical).

SMILES | M. tuberculosis GlmU | RmlCD inh 1536
CN(CC(O)COc1ccc(S(=O)(=O)N2CCOCC2)cc1Cl)C1CCCCC1 (centres undefined) | -1.0% | 36
COCC(C)n1c(C)cc(C(=O)COC(=O)c2ccc3c(c2)NC(=O)CS3)c1C (centres undefined) | -1.4% | -15
CC(C)(C)c1ccc(C(=O)c2c[nH]c(C(=O)O)c2)cc1 | -1.9% | 4
Cc1nc(N2CCN(S(=O)(=O)c3cccc4nonc34)CC2)c2c3c(sc2n1)CCCC3 | 2.5% | 11
O=C(NC1=NCCS1)c1ccc(OCC2CCCO2)cc1 (centres undefined) | -0.4% | 13
CCC(C)NCCOCCOc1ccc(Cl)c(C)c1C (centres undefined) | -6.1% | 3
COC(=O)C1=C(N)OC2=C(C(=O)CCC2)C1c1cccs1 (centres undefined) | -2.9% | -11
O=C(Cn1ccsc1=NC(=O)C(F)(F)F)c1ccccc1 | -0.4% | -7
Cc1cc(C)n2nc(C(=O)N3CCN(c4ccc([N+](=O)[O-])cc4)CC3)nc2n1 | 4.0% | /
O=C(CSc1nnc(-c2cccnc2)n1-c1ccccc1)Nc1ccccc1 | 4.2% | /
Cc1ccccc1-c1nnc(SCCC(=O)N2CCOCC2)o1 | 5.3% | 10
COc1ccc(/C=C/c2c([N+](=O)[O-])c(=O)n(C)c(=O)n2C)cc1 | 0.6% | 1
Cc1cc[n+](C(C)C(=O)c2ccc(-c3ccccc3)cc2)cc1 (centres undefined) | -2.3% | -8
CCc1cccc(NS(=O)(=O)c2ccc3c(c2)CCC(=O)N3)c1 | -2.1% | -10
O=C(Cc1ccccc1)NNS(=O)(=O)c1ccc(F)cc1 | -3.8% | -4
COc1cccc(CNC(=O)C2CCC(CNc3nc(=S)[nH]c4ccccc34)CC2)c1 (centres undefined) | 0.2% | 5
CC(=O)Nc1ccc(/C(C)=N/NC(=O)CN(c2ccccc2Br)S(C)(=O)=O)cc1 | 1.8% | -10
CN(Cc1ccccn1)Cc1cn(Cc2ccccc2)nc1-c1ccc2c(c1)OCO2 | -4.1% | -17
O=C(Nc1ccc(C(=O)N2CCCC2)cc1)c1ccccc1F | 2.5% | 42
COc1ccc(C(=O)NC(=S)Nc2ccc(NC(=O)c3ccco3)cc2)cc1[N+](=O)[O-] | -3.8% | 5
COc1ccc(OCc2cccc(C(=O)N3CCCC3)c2)cc1 | -3.5% | -6
Cc1cc(C(=O)Cn2cnc3cc([N+](=O)[O-])ccc3c2=O)c(C)n1CC1CCCO1 (centres undefined) | 2.4% | 6
O=C(NCC(=O)N(Cc1ccccc1)C(C(=O)NC1CCCCC1)c1ccco1)c1ccco1 (centres undefined) | -7.3% | /
O=C(Nc1cccc2ccccc12)c1onc2c1CCCC2 | 1.4% | -2
CC(=O)c1cccc(NC(=O)c2ccco2)c1 | 1.0% | /
COc1ccc(N(CC(=O)NCCSc2ccccn2)S(C)(=O)=O)cc1Cl | 1.4% | 3
CCOC(=O)c1c(C)[nH]c(C(=O)N2CCN(c3ccc(OC)cc3)CC2)c1C | 2.8% | -11
COc1ccc(OC)c(NC(=O)C2CCN(S(=O)(=O)c3cccs3)CC2)c1 | -3.6% | 4
Cc1ccccc1-n1nnnc1SCC(N)=O | 7.0% | -14
O=C(NCCc1ccncc1)Nc1ccc(F)cc1 | -3.4% | 4
CCOC(=O)CSC1=C(C#N)C(c2ccc(OC)cc2)C2=C(CC(C)(C)CC2=O)N1 (centres undefined) | 0.0% | 2
C=CCc1ccc(OCCOCCOc2ccc(C)cc2[N+](=O)[O-])c(OC)c1 | 0.9% | 104
O=C(CSc1nnnn1-c1ccc(Cl)cc1)NNC(=O)c1ccc([N+](=O)[O-])cc1 | -0.5% | 15
O=C(Nc1ccccc1)Nc1ccc(Br)cc1F | -0.2% | -6
CCC(C)(C)NC(=O)CN(C(=O)CCC(=O)Nc1cc(C)ccn1)c1ccc2c(c1)OCCO2 | -0.1% | 2
O=C(COC(=O)c1ccncc1)c1ccc(Br)cc1 | 4.1% | 6
COC(=O)c1cc(OC)c(OC)cc1NC(=S)Nc1cc(Cl)ccc1OC | 3.6% | 14
Cc1c(C(c2cccc([N+](=O)[O-])c2O)c2c(C)n(C)n(-c3ccccc3)c2=O)c(=O)n(-c2ccccc2)n1C | 1.4% | 4
Cc1nc(CNS(=O)(=O)c2cccs2)cs1 | -2.6% | 6
CCOC(=O)c1c(NC(=O)Cc2cccs2)sc2c1CCCC2 | -2.2% | /
COc1ccc(C(=O)OCC(=O)NC(C)(C)C)cc1[N+](=O)[O-] | 0.2% | 1
COc1ccc(/C(O)=C2\C(=O)C(=O)N(CCN3CCOCC3)C2c2ccccc2OC)cc1 (centres undefined) | 0.2% | 1
O=C(CCC(=O)N(CC(=O)NC1CCCCC1)c1ccc2c(c1)OCO2)Nc1ccccn1 | 2.2% | /
COc1cc(CC(=O)Nc2sccc2C(N)=O)cc(OC)c1OC | 1.9% | 4
CCOC1=C/C(=C/c2c(N)n3oc(C)cc3nc2=O)C=CC1=O | -3.3% | /
CN(C)CC1CCCCC1OC(=O)c1ccc(Br)cc1 (centres undefined) | -3.4% | -32
Cc1cc(N2CCOCC2)nc(NCc2ccccc2)n1 | -2.5% | /
CCS(=O)(=O)c1ccc(NC(=O)c2ccccc2Cl)c(O)c1 | -0.1% | -6
O=C(c1cc2cc(Cl)cc(Cl)c2oc1=O)N1CCOCC1 | -1.1% | /
Cc1ccc(NC(=O)CN(C)CC(=O)Nc2ccccc2-c2ccccc2)cc1 | -5.1% | -9
Next compounds
SMILES | M. tuberculosis GlmU | RmlCD inh 1536
CC(C)c1ccc2oc(=O)cc(CN3CCN(c4ccccc4)CC3)c2c1 | 2.1% | -1
Cc1ccccc1NC(=O)C1CCCN1C(=O)NC1CCCCC1 (centres undefined) | -4.1% | /
COC(=O)[C@@H]1C[C@@]2(Br)c3ccccc3N(S(=O)(=O)c3ccccc3)[C@H]2N1C(=O)OC | -1.1% | /
O=[N+]([O-])c1cccc(-c2ccc(/C=N/NC(=S)NCc3ccco3)o2)c1 | -5.0% | 5
Cc1ccc(C)c(OCCn2cc(/C=C(\C#N)C(=O)NCc3cccs3)c3ccccc32)c1 | 10% | /
O=C(NCCc1nc(-c2ccccc2Cl)no1)c1ccccc1 | 3.1% | /
Cc1cc(SCC(=O)Nc2ccc(O)cc2)n2nc(C)c(-c3ccccc3)c2n1 | 0.6% | 2
O=[N+]([O-])c1ccc(Cl)c(CN2CCC(O)CC2)c1 | 2.3% | -1
COC(=O)c1ccc(C(=O)OC)c(NC(=O)COC(=O)c2ccc(OC)c(OC)c2OC)c1 | -1.4% | -3
Cc1cccc(C)c1N(CC(O)Cn1c2ccccc2c2ccccc21)S(C)(=O)=O (centres undefined) | 1.3% | /
O=S(=O)(NC1CC1)c1cccc(S(=O)(=O)N2CCCC2)c1 | 2.2% | 8
COc1ccc(S(=O)(=O)N2CCC(C(=O)Nc3ccccc3C)CC2)c2cccnc12 | -1.5% | -6
COc1cccc(CNCC(=O)N2C(C)CCCC2C)c1 (centres undefined) | -2.1% | 3
COc1ccc(-n2c(C)c(C(C)=O)c(C(C)=O)c2C)cc1OC | 10% | /
Cc1c(N=C(N)/N=C(\N)Nc2ccccc2)c(=O)n(-c2ccccc2)n1C | -2.3% | /
CC(=O)Nc1cccc(NC(=O)CSc2nnc(Cc3cccn3C)n2CCc2ccccc2)c1 | 2.1% | -7
CC(=NCc1ccco1)c1c(O)n(C2CCCCC2)c(=O)[nH]c1=O | 3.2% | -4
CCOC(=O)C1=C(CC)Nc2ccccc2N=C1N | 6.8% | 7
O=c1[nH]c2ccccc2nc1C(Cl)c1ccccc1 (centres undefined) | 2.3% | 7
Cc1cc(C)c(S(=O)(=O)N2CCCOC2CNC(=O)C(=O)NCc2cccs2)c(C)c1 (centres undefined) | -2.8% | 0
O=C1c2ccsc2SCCN1Cc1c(Cl)cccc1Cl | -8.0% | -2
Cc1ccccc1OCCn1cc(/C=C(\C#N)C(=O)NCc2ccco2)c2ccccc21 | 4.8% | /
CCNC(=O)CC1SC(=Nc2ccc(C)cc2)NC1=O (centres undefined) | 1.4% | 0
CCOC(=O)N1CCN(C(=O)CN(c2cccc(C)c2)S(=O)(=O)c2ccccc2)CC1 | 5.0% | 7
CCC(C)(C)c1ccc(OCCCC[n+]2cccc(C)c2)c(C(C)(C)CC)c1 | -19% | -9
Cc1ccc(C)c(OCCn2c(=O)c3c(ncn3C3CCCC3)n(Cc3ccccc3)c2=O)c1 | -5.9% | 10
O=C(O)C1Cc2c([nH]c3ccccc23)C(c2ccc3c(c2)OCO3)N1 (centres undefined) | 1.6% | /
CC(=O)NC(Cc1ccc(N(CCCl)CCCl)cc1)C(=O)NCC(=O)NCC(=O)O (centres undefined) | 1.8% | /
COC(=O)c1ccccc1NC(=O)C(=O)NCC1CCCO1 (centres undefined) | 3.6% | -6
CCOC1OC(=O)C(Cl)=C1Nc1cc(C)ccc1C (centres undefined) | 1.7% | 3

Ordered by molecular weight (high to low): some entries from above
SMILES | M. tuberculosis GlmU | RmlCD inh 1536
CC(=O)Nc1cccc(NC(=O)CSc2nnc(Cc3cccn3C)n2CCc2ccccc2)c1 | 2.1% | -7
Cc1cc(C)c(S(=O)(=O)N2CCCOC2CNC(=O)C(=O)NCc2cccs2)c(C)c1 (centres undefined) | -2.8% | 0
Cc1ccc(C)c(OCCn2c(=O)c3c(ncn3C3CCCC3)n(Cc3ccccc3)c2=O)c1 | -5.9% | 10
CCOC(=O)N1CCN(C(=O)CN(c2cccc(C)c2)S(=O)(=O)c2ccccc2)CC1 | 5.0% | 7
COc1ccc(S(=O)(=O)N2CCC(C(=O)Nc3ccccc3C)CC2)c2cccnc12 | -1.5% | -6
Cc1ccccc1OCCn1cc(/C=C(\C#N)C(=O)NCc2ccco2)c2ccccc21 | 4.8% | /
Cc1cccc(C)c1N(CC(O)Cn1c2ccccc2c2ccccc21)S(C)(=O)=O (centres undefined) | 1.3% | /
CCC(C)(C)c1ccc(OCCCC[n+]2cccc(C)c2)c(C(C)(C)CC)c1 | -19% | -9
O=C1c2ccsc2SCCN1Cc1c(Cl)cccc1Cl | -8.0% | -2
O=C(O)C1Cc2c([nH]c3ccccc23)C(c2ccc3c(c2)OCO3)N1 (centres undefined) | 1.6% | /
O=S(=O)(NC1CC1)c1cccc(S(=O)(=O)N2CCCC2)c1 | 2.2% | 8
COc1ccc(-n2c(C)c(C(C)=O)c(C(C)=O)c2C)cc1OC | 10% | /
COC(=O)c1ccccc1NC(=O)C(=O)NCC1CCCO1 (centres undefined) | 3.6% | -6
CCNC(=O)CC1SC(=Nc2ccc(C)cc2)NC1=O (centres undefined) | 1.4% | 0
COc1cccc(CNCC(=O)N2C(C)CCCC2C)c1 (centres undefined) | -2.1% | 3
CCOC1OC(=O)C(Cl)=C1Nc1cc(C)ccc1C (centres undefined) | 1.7% | 3
O=c1[nH]c2ccccc2nc1C(Cl)c1ccccc1 (centres undefined) | 2.3% | 7
CCOC(=O)C1=C(CC)Nc2ccccc2N=C1N | 6.8% | 7

Back to the main list with the two entries that preceded the break.
SMILES | M. tuberculosis GlmU | RmlCD inh 1536
COC(=O)c1ccccc1NC(=O)C(=O)NCC1CCCO1 (centres undefined) | 3.6% | -6
CCOC1OC(=O)C(Cl)=C1Nc1cc(C)ccc1C (centres undefined) | 1.7% | 3
Cc1ccc(S(=O)(=O)N2CCCCC2C(=O)NCc2ccco2)cc1 (centres undefined) | 2.7% | /
CN(C)c1cccc2c(S(=O)(=O)Nc3ccccn3)cccc12 | 8.3% | /
CCCC(=O)NC(Oc1ccc(C(C)=O)cc1)C(Cl)(Cl)Cl (centres undefined) | -4.7% | 32
CCN(CCCNC(=O)C1CCCN(S(=O)(=O)CC)C1)c1cccc(C)c1 (centres undefined) | 1.3% | /
CC(C)OC(=O)c1cccc(NC(=O)c2ccccc2)c1 | 2.2% | /
CCOC(=O)c1[nH]c(C)c(C(=O)OCC(=O)N(CC)C2CCS(=O)(=O)C2)c1C (centres undefined) | -0.8% | -10
COc1ccccc1-c1nnc(SCC(=O)OC(C)C)o1 | -0.3% | -5
CC(=O)CC1OC(=O)C(Br)=C1NCc1ccccc1 (centres undefined) | -0.8% | -4
Cc1ccc(CNc2nc3c([nH]2)c(=O)n(C)c(=O)n3C)cc1 | 2.0% | 0
O=C(CSc1nc(-c2ccccc2)nc2c1CCCC2)N1CCOCC1 | 0.4% | 7
CN1CCN(Cc2ccc(N)cc2)CC1 | -3.8% | 7
Cc1ccc(C(=O)N/N=C\c2cccs2)cn1 | 3.2% | -9
O=C(Nc1ccc2nc3n(c(=O)c2c1)CCCCC3)c1ccccc1Cl | -2.2% | -3
COc1ccc(CNC2CCCc3ccccc32)cc1OC (centres undefined) | -0.3% | -10
COc1ccc(OCCNC(=O)C(c2ccccc2)c2ccccc2)cc1 | 2.4% | 0
CCN1CCc2c(OCc3ccc(C)cc3)cccc2C1=O | / | 3
COc1ccc(N2CCN(C(=O)CCN3C(=O)C4C5C=CC(C5)C4C3=O)CC2)cc1 (centres undefined) | -3.6% | 4
COc1ccc(C)cc1-n1nnnc1SCC(=O)NC(=O)NCc1ccco1 | 3.7% | /
CCCOP(=O)(OCCC)C(NC(=O)C(C)(C)C)c1ccccc1 (centres undefined) | 0.3% | -11
COc1cccc(OC)c1OCCNCCO | -5.8% | -4
CCCN1CCC(NC(=S)Nc2ccc(S(N)(=O)=O)cc2)CC1 | 1.0% | /
COc1ccc(N2C(=O)C3[C@@H](C2=O)C2(Cl)C(Cl)=C(Cl)C3(Cl)C2(OC)OC)cc1 (some centres undefined) | 4.1% | 11
Cc1ccc(C)c(NC(=O)C2CC(O)CN2C(=O)OCc2ccccc2)c1 (centres undefined) | 1.2% | /
Cc1ccc(C)c(-c2cc(C(=O)NN3CCOCC3)c3ccccc3n2)c1 | 0.2% | -11
COc1cc(OC)nc(Oc2ccccc2C(=O)Oc2cccc(C)c2)n1 | 4.4% | 14
CC1(c2ccc3noc(-c4cccc(F)c4)c3c2)OCCO1 | 8.4% | 2
O=C(CCCCCNc1nc(=S)[nH]c2ccccc12)N1CCN(c2ccccn2)CC1 | 6.8% | -9
Cc1nc(COc2ccccc2Cl)sc1-c1ccnc(N)n1 | -5.0% | -8
